EphA4 KYL inhibition: EphA4 ligand-binding antagonists – biochemical, colorimetric, mouse EphA4, primary screen (AID 689); EphA4-AP binding to KYL peptide, pNPP A405; higher % means a stronger effect; inhibition, % at 10 µM, or IC50 in µM where a hit was titrated; 62,000 tested, 0.1% active; in the data active = a potency from the dose series; inactive = the rest, 99 in 100 with inhibition below about 22%
* = called active by the depositor. A portion of the library; count on the stated rates, not on these rows.

No.	SMILES	EphA4 KYL inhibition
1	CC1CCCN(C(=O)c2sc3cc([N+](=O)[O-])ccc3c2Cl)C1 (stereo unspecified)	-8%
2	Cc1noc(C)c1COc1ccc(C(=O)NCC2CCCO2)cc1 (stereo unspecified)	-3%
3	Cc1ccn2c(/C=N/OCc3cccc(F)c3)c(-c3ccc(Cl)cc3)nc2c1	1%
4	CCN1CCCC1CNC(=O)Cn1cccc1C(=O)c1ccccc1C (stereo unspecified)	15%
5	O=S(=O)(Nc1ccc(-c2nc3ccccc3o2)cc1)c1ccccc1	-14%
6	Cc1cc(Oc2ccc(C#N)cc2)nc(NCc2ccccc2)n1	-2%
7	Cc1cc(NC(=O)Cn2nc3c(cc2=O)CCCC3)ccc1Br	-15%
8	O=C(COC(=O)c1ccccc1F)c1ccc(-n2nncc2-c2ccco2)cc1	6%
9	CC(=O)Nc1ccc(-c2csc(NC(=O)c3ccc(C)o3)n2)cc1	20%
10	COc1ccc(OCC(=O)O/N=C(\N)Cc2ccc(Cl)cc2)cc1	6%
11	COc1ccc(CNC(=O)N2CCOCC2)cc1	-15%
12	COc1ccccc1OCc1ccc(C(=O)N(C)C)o1	-10%
13	CCN1CCN(C(=O)C2=C(C(=O)O)CCCC2)CC1	-4%
14	Cc1ccc(C(=O)NCCc2ccncc2)cc1	-2%
15	COc1ccc(C2=CC(c3ccc(F)cc3)n3nnnc3N2)cc1 (stereo unspecified)	-8%
16	COc1ccc(C(=O)CSc2nnc(SCC(=O)c3ccc(OC)cc3)n2-c2ccccc2)cc1	4%
17	CCOC(=O)N1CCN(CC(=O)c2ccc3c(c2)CCN3C(C)=O)CC1	0%
18	COc1ccc(-n2c(C)n[nH]c2=O)cc1	-14%
19	COC(=O)CSc1nc(-c2cccs2)ccc1C#N	5%
20	CC(NC(=O)COc1ccccc1)C(c1ccccc1)N1CCN(C)CC1 (stereo unspecified)	8%
21	Cn1c(NC(=O)CCc2ccccc2)cc(=O)n(C)c1=O	7%
22	COc1ccccc1NC(=O)/C(=C\c1cccs1)NC(=O)c1ccc(C(C)(C)C)cc1	-8%
23	COC(=O)c1c(NC(=O)C2CC=CCC2C(=O)O)sc(C(N)=O)c1C (stereo unspecified)	2%
24	CCOC(=O)c1c(-c2ccc(Cl)cc2)csc1NC(=O)COc1ccccc1OC	-4%
25	COc1ccc(CC2NCCC3(O)CCCCC23)cc1 (stereo unspecified)	-11%
26	CCNC(=S)N1CCC(c2nc3ccccc3s2)CC1	-15%
27	O=C(NC(=S)Nc1ccc(Oc2ccc(Cl)cc2)cc1)c1ccccc1	-7%
28	C/C(NC(=O)c1ccccc1F)=C1\C(=O)C[C@@H]2[C@H]1C2(C)C	-1%
29	O=C(Nc1ccccc1)ON=C1c2ccccc2-c2ccccc21	-5%
30	CCOC(=O)N1CCN(C(=O)Cn2ncc3c2-c2ccccc2OC3)CC1	4%
31	Cc1nn(-c2ccccc2)c(Cl)c1C1C(C#N)=C(N)Oc2c1c(C)nn2-c1ccccc1 (stereo unspecified)	3%
32	Cc1ccc(/C=C/C(=O)O)cc1S(=O)(=O)NCCCC(=O)O	-10%
33	CCOc1ccc2c(CC)cc(=O)oc2c1	1%
34	COc1ccc(Nc2nc3ccccc3c(=O)s2)c(OC)c1	2%
35	COc1cccc(NC(=O)C2C3C=CC4(O3)C2C(=O)N(C2CC2)C4C(=O)NC2CCCCC2C)c1 (stereo unspecified)	-3%
36	O=C(NCC(F)(F)F)Nc1ccccn1	1%
37	COc1ccccc1NC(=O)CSc1nc2ccccc2c(=O)n1CCNC(C)=O	-9%
38	Cc1noc(C)c1CSc1nnc(-c2ccccc2)n1Cc1ccco1	-6%
39	COc1cc(C(=O)Nc2ccc3c(c2)OCO3)ccc1-n1cnnn1	-10%
40	CCOC(=O)c1c(NC(=O)CSc2nncs2)sc(C)c1C	-6%
41	O=C(CC(C(=O)N1CCc2ccccc21)n1ccnc1)N1CCc2ccccc2C1 (stereo unspecified)	-5%
42	C=CCn1c(SCC)nc2sc3c(c2c1=O)CCc1ccccc1-3	-5%
43	CC1CCc2c(nc3ncnn3c2N2CCN(c3ccccc3F)CC2)C1 (stereo unspecified)	-11%
44	O=C(N/C(=C/c1ccc(Br)cc1)c1nc2ccccc2[nH]1)c1ccco1	-3%
45	Cc1ccc2cc(C3CC(c4ccc(Br)cc4)=NN3C(=O)CCC(=O)O)c(=O)[nH]c2c1 (stereo unspecified)	-3%
46	COc1cccc(NC(=O)c2cn(C)c(=O)c3cc(OC)c(OC)cc23)c1	3%
47	COc1ccc2c3c(cccc13)OCC2=O	-3%
48	COc1cccc(NC(=O)c2ccc(C)c([N+](=O)[O-])c2)c1	-13%
49	CCN1CCN(/C=N/c2nc3c(s2)CCCC3)CC1	-5%
50	O=C(COc1ccccc1Cl)Nc1c[nH]c(=O)[nH]c1=O	-7%
51	CCN1C(=O)CSc2ccc(C(=O)NCc3ccccc3OC)cc21	-2%
52	CCOC(=O)N1CCC(NC(=O)CS(=O)(=O)Cc2nc(-c3cccc(OC)c3)oc2C)CC1	-4%
53	CC12CCC(=O)N1C(C(=O)OCC(=O)Nc1sccc1C#N)CS2 (stereo unspecified)	18%
54	CCCCCn1ccc(=N)cc1	-3%
55	CN(C)CC(Oc1ccc(F)cc1)C(=O)O (stereo unspecified)	-3%
56	COc1ccc2c(c1OC)C(=O)N1c3cccc(Cl)c3C(=O)OC21 (stereo unspecified)	2%
57	O=C(CC1CCCCC1)NCCCN1CCOCC1	-10%
58	COC(=O)c1ccccc1NC(=O)c1ccccc1[N+](=O)[O-]	3%
59	CN1CCN(C(=O)c2ccc3c(=O)n4c(nc3c2)CCCCC4)CC1	-8%
60	CCC(C)NC(=O)c1cn(-c2cccc(C)n2)cn1 (stereo unspecified)	-8%

(more compounds)
No.	SMILES	EphA4 KYL inhibition
61	COc1ccc(C2C(C(N)=O)=C(C)Nc3nc(-c4ccccc4)nn32)cc1OC (stereo unspecified)	-36%
62	CCOc1cccc(C(=O)Nc2cnn(Cc3ccccc3)c2)c1	-11%
63	COc1ccc(OCCSc2nnc(-c3ccccc3)n2N)cc1	4%
64	O=S(=O)(NCc1cccs1)c1cccc2cccnc12	-3%
65	CCOC(=S)NC(=O)c1sc2ccccc2c1Cl	3%
66	Cc1ccc(NC(=O)CN2C(=O)S/C(=C\c3cccn3C)C2=O)cc1	-14%
67	COc1ccc(NS(=O)(=O)c2ccc(NS(=O)(=O)c3ccc(SC)cc3)cc2)c(OC)c1	0%
68	CCN(CC)CCNC(=O)c1ccc(Cl)c(S(=O)(=O)Nc2ccc(Cl)cc2)c1	1%
69	O=C1CC(=O)C(n2cncn2)C(c2cccc(Cl)c2)C1 (stereo unspecified)	-3%
70	CCN1CCN(c2cc(C)c3cc(NC(=O)c4ccccc4F)ccc3n2)CC1	2%
71	CCOC(=O)c1c(NC(=S)NC(=O)c2ccc(Cn3cc(Cl)cn3)o2)sc2c1CCCCC2	-14%
72	CCOc1ccccc1NC1=NCC(=O)N1Cc1ccc(F)cc1	5%
73	COCCn1c(SCC(=O)N2CCCCC2)nc2ccccc2c1=O	14%
74	CCOC(=O)N1CCN(C(=O)c2cc3c(=O)n(C)c4ccccc4c3n2C)CC1	6%
75	CCOc1ccc(N2C(=O)Nc3ccccc3C2(O)C(=O)NCc2ccc3c(c2)OCO3)cc1 (stereo unspecified)	-8%
76	CC1CN(c2c(Cl)cccc2[N+](=O)[O-])CCN1S(C)(=O)=O (stereo unspecified)	1%
77	CN=C1SC(CC(=O)Nc2cc(Cl)ccc2Cl)C(=O)N1C (stereo unspecified)	-7%
78	O=C1NC(=O)N(c2cccc(F)c2)C(=O)/C1=C/c1ccc(N2CCOCC2)o1	-12%
79	CCCNc1c(N)c(=O)oc2ccccc12	-13%
80	COc1ccc(CC(NC(C)=O)C(=O)NC2CCN(S(=O)(=O)c3ccccc3)CC2)cc1OC (stereo unspecified)	3%
81	CCN(CC)C(=O)CSc1nc2c(sc(=S)n2-c2ccccc2)c(=O)n1Cc1ccco1	-3%
82	c1cc2nncn2nc1N1CCCC1	-14%
83	Cc1c(Cl)cccc1NC(=O)c1cc2nc(-c3cccs3)cc(C(F)(F)F)n2n1	-1%
84	CC(Oc1ccccc1)c1ccnc2nc(/N=C/N(C)C)nn12 (stereo unspecified)	5%
85	Cc1ccc(/C=C2\C(=O)NC(=O)N(Cc3ccccc3)C2=O)o1	-10%
86	COCCNC(=O)c1ccc2ccccc2n1	3%
87	Cc1ccc(-c2nc3ccccc3o2)cc1NC(=S)NC(=O)c1cccs1	0%
88	COC(=O)c1ccccc1NC(=O)CSc1ncn[nH]1	7%
89	COCCn1c(C)cc(C(=O)COC(=O)c2cc3c(s2)CCC3)c1C	-3%
90	CC1CCC(NC(=O)c2ccc3nc[nH]c3c2)CC1 (stereo unspecified)	-1%

Part of the list above, as labelled records.
76: CC1CN(c2c(Cl)cccc2[N+](=O)[O-])CCN1S(C)(=O)=O (stereo unspecified)
  EphA4 KYL inhibition: 1%

66: Cc1ccc(NC(=O)CN2C(=O)S/C(=C\c3cccn3C)C2=O)cc1
  EphA4 KYL inhibition: -14%

88: COC(=O)c1ccccc1NC(=O)CSc1ncn[nH]1
  EphA4 KYL inhibition: 7%

80: COc1ccc(CC(NC(C)=O)C(=O)NC2CCN(S(=O)(=O)c3ccccc3)CC2)cc1OC (stereo unspecified)
  EphA4 KYL inhibition: 3%

Going on with the list.
No.	SMILES	EphA4 KYL inhibition
91	Cc1ccccc1OCc1nnc(SCC(=O)N2c3ccccc3Sc3ccc(Cl)cc32)o1	4%
92	CCCc1nc(SCC(=O)Nc2cc(C)on2)c2ccccc2n1	-2%
93	O=C(CSc1oc(-c2cccs2)nc1S(=O)(=O)c1ccc(F)cc1)NCC1CCCO1 (stereo unspecified)	6%
94	C=CCn1c(=S)[nH]c2sc3c(c2c1=O)CCC(C)C3 (stereo unspecified)	-4%
95	O=C(Nc1ccc(Cl)cc1)N1CC=CCC1	-4%
96	O=c1nc(N2CCCCCC2)nc(N2CCCCCC2)[nH]1	-3%
97	Nc1c(C(=O)NCc2ccco2)sc2nc(N3CCOCC3)c3c(c12)CCCC3	4%
98	O=C(COc1ccc(Br)cc1)Nc1ccncc1	-1%
99	CCc1cc2c(=O)c(-c3nc4ccccc4s3)coc2cc1OS(C)(=O)=O	-14%
100	CN(C)c1ccc(C2/C(=C(\O)c3ccc(F)cc3)C(=O)C(=O)N2CCCCCC(=O)O)cc1 (stereo unspecified)	-9%
101	Cc1cc(NC(=O)c2ccc(NC(=O)CC(C)C)cc2)no1	-8%
102	COc1ccc(NC(=O)CN(CCc2ccccc2)S(=O)(=O)c2ccccc2)cc1Cl	6%
103	O=C1Nc2ccc([N+](=O)[O-])cc2C1(O)N1CCCCC1 (stereo unspecified)	-15%
104	COc1cc(/C=C2/C(C)=C(C#N)c3nc(N)c(C#N)c(C)c32)c([N+](=O)[O-])cc1OC	4%
105	O=C(CSc1nnc(CNc2cccc(Cl)c2)o1)OC1CCCCC1	7%
106	COc1ccccc1CC(=O)Nc1cc(Cl)ccc1O	-4%
107	COc1cc(NS(=O)(=O)c2ccc(NC(=O)COc3ccc(C)cc3C)cc2)nc(OC)n1	-2%
108	CCOC(=O)c1[nH]c2ccccc2c1NC(=O)C(CC)CC	-8%
109	O=C(O)COc1ccc(C(=O)Cc2ccc3c(c2)OCCCO3)c(O)c1	0%
110	COC(=O)c1c[nH]n2c(=O)c(Cc3ccc(F)cc3Cl)c(C)nc12	13%
111	Cc1ccc(S(=O)(=O)c2c(N)n(CCCO)c3nc4ccccc4nc23)cc1	-5%
112	Cc1oc2ccc(OCC(=O)c3ccccc3)cc2c1C(=O)O	3%
113	C=CCn1c(SCC(=O)c2ccc(Br)cc2)nnc1C(CC(C)C)NC(=O)c1cccs1 (stereo unspecified)	-3%
114	O=C(NC1=NCCS1)c1ccc(-c2ccc(Cl)cc2)o1	-6%
115	O=C1COc2ccc(C(=O)CSc3nnnn3-c3ccccc3)cc2N1	2%
116	CCOC(=O)C(O)(CCC(O)(C(=O)OCC)C(=O)OCC)C(=O)OCC	-4%
117	CCOc1cc(OCC)cc(C(=O)Nc2cccc3ccccc23)c1	0%
118	O=C(NC(=S)Nc1ccc(-c2nc3cc(Cl)ccc3o2)cc1)c1ccco1	-12%
119	COc1cccc(N2C(=O)C(=O)/C(=C(\O)c3ccccc3)C2c2ccc(O)c(OC)c2)c1 (stereo unspecified)	-6%
120	Cc1ccc(CC(C)CC(=O)NCCc2ccc3c(c2)OCO3)cc1 (stereo unspecified)	-15%
121	CCN(CC)C(=O)CSc1nc2sc3c(c2c(=O)n1-c1ccc(C)cc1)CC(C)(C)SC3	-10%
122	Cc1cc(C)nc(NC(=NCCc2c[nH]c3ccccc23)NC(=O)c2ccco2)n1	-15%
123	Cc1cc(C)nc(Sc2nc(Nc3ccccc3)nc(Sc3nc(C)cc(C)n3)n2)n1	-6%
124	CCC(C)[C@H](NC(=O)Nc1ccc(C(C)=O)cc1)C(=O)OC (stereo partly specified)	-3%
125	O=C(COC(=O)c1ccccc1OCc1ccc(Cl)cc1)NC1CC1	-3%
126	Cc1ccc2ncc([N+](=O)[O-])n2c1	-14%
127	COc1ccc(-c2cc(C(=O)Nc3ccccc3SC)no2)cc1OC	-2%
128	CCOC(=O)C(CCOCCOc1c(Cl)cc(Cl)cc1Cl)C(=O)OCC	-1%
129	O=C(CN1C(=O)C2(OCCO2)c2ccccc21)c1ccc(F)cc1	-6%
130	Cc1ccc(-c2noc(C3CCN(S(C)(=O)=O)CC3)n2)o1	2%
131	CCCOc1ccc(C2c3c(oc4ccccc4c3=O)C(=O)N2CCN(CC)CC)cc1OC (stereo unspecified)	-8%
132	CC1CN(C(=O)c2nn(C)cc2[N+](=O)[O-])CC(C)O1 (stereo unspecified)	2%
133	Cc1cc(C(=O)Nc2ccc(N3CCOCC3)cc2)c2ccccc2n1	-8%
134	O=c1cc(N2CCCCC2)c(-c2ccccc2)nn1Cc1ccccc1Cl	-9%
135	COc1ccc(Cn2nnnc2CN(Cc2cc3ccc(C)cc3[nH]c2=O)C2CCCC2)cc1	-3%

Source: PubChem BioAssay
